# NFkB transloc pot – enhances IL-1B driven NFkB nuclear translocation; HUVEC IL-1B NFkB p65 nuclear translocation imaging; 0.3% of 94,000 active; activation, % at 2 µM; AID 819;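 active = activation above 40%, about the mean plus 3 SD, also judged a hit on visual image review; inconclusive = activation above 40% but not a hit on visual review; inactive = activation not above 40% and no visual hit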;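 also: percent activation is computed from the nuclear over cytoplasmic p65 intensity ratio; values of inactives mirror those of a sister screen read the other way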
# PLAP inhibition – PLAP enzyme inhibitors, biochemical, luminescence, HTS (AID 690). purified PLAP, luminescent substrate; higher % means a stronger effect. inhibition, % at 20 µM, or IC50 in µM where a hit was titrated. 0.08% of 96,000 active; in the data active = a potency from the dose series; inactive = the rest, 99 in 100 with inhibition below about 30%; also: strong numbers were not always called active
# Bcl-B displacement – displacers of TR3 peptide from Bcl-B, primary screen, selectivity assay for Bfl-1 inhibitor project, biochemical, fluorescence polarization; AID 748; 0.11% of 96,000 active; displacement, % at 20 µM; hits with a dose series show IC50 in µM; FP displacement of FITC-TR3 peptide from Bcl-B; higher % means a stronger effect;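 active = displacement above 50% at 20 µM plus a fluorescence interference ratio under 1.5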;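 also: plate controls were wells without compound for no effect and wells lacking Bcl-B protein for full effect; a part of the inactive calls stands beside numbers as strong as those of hits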
# MRP resist rev – compounds reversing MRP-mediated drug resistance | 0.04% of 85,000 active | AID 602 | differential viability (reversal), % at 10 µM | H69AR cells + 2 uM doxorubicin, CellTiter-Glo, 72 h;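 active = viability drop by adding the cancer drug above about 55%, with treated viability meeting a 40% cutoff, limit read from the data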;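 also: viability without doxorubicin minus viability with 2 µM doxorubicin for each compound; larger differential means the compound sensitizes cells more to doxorubicin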
# NFkB transloc inh – blocks IL-1B driven NFkB nuclear translocation in HUVEC cells; HUVEC IL-1B NFkB p65 nuclear translocation imaging; 0.43% of 94,000 active; inhibition, % at 2 µM;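 active = inhibition above about 30% together with a positive call from visual inspection of the well image, limit read from the data; inconclusive = inhibition above a set limit but visual check negative; inactive = inhibition not above a set limit, visual check negative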;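 also: nuclear over cytoplasmic p65 intensity ratio measured by imaging; 0% = IL-1B stimulated DMSO wells and 100% = unstimulated DMSO wells; values of inactives mirror those of a sister screen read the other way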
# MRP resist rev cytotoxicity – further read-out of MRP resist rev, marked with its call; viability, %; H69AR cells, CellTiter-Glo, 72 h; measured here: cytotoxicity without doxorubicin
# MRP resist rev with doxorubicin – also measured in MRP resist rev; calls as there; viability, %; measured here: viability with 2 uM doxorubicin; active compounds read low
# NFkB transloc inh cell count 2 µM – second read-out of NFkB transloc inh, no call of its own (marks repeat the call); cell count; measured here: cells passing quality filter;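 raw number of nuclei counted in each imaged well without normalization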
# NFkB transloc pot cell count 2 µM – further read-out of NFkB transloc pot, marked with its call; cell count; measured here: cells passing quality filter
# Active calls of the source: *; ? = inconclusive; · = not tested or not shown.
# The line under a structure holds: NFkB transloc pot	NFkB transloc pot cell count 2 µM	PLAP inhibition	Bcl-B displacement	MRP resist rev	MRP resist rev cytotoxicity	MRP resist rev with doxorubicin	NFkB transloc inh	NFkB transloc inh cell count 2 µM
O=C(NC1CC1)c1ccc2c(c1)ncn2C1CCCC1
 : -1	99	17%	0%	·	·	·	1	99
CCC(C)(C)n1nnnc1C(c1cccnc1)N1CCCc2ccccc21 (stereo unspecified)
 : 18	130	-19%	11%	0	74	74	-18	130
COC(=O)Nc1nnc(CC(=O)Nc2ccccc2C)s1
 : -3	115	·	·	-13	91	104	3	115
O=C(COc1ncnc2ccccc12)NCCCN1CCCC1=O
 : -4	190	-28%	-1%	1	98	97	4	190
CCOc1c2ccc(C(=O)NCCc3cccs3)cc2nn1CC
 : -2	71	-9%	-8%	·	·	·	2	71
CC1(C)CC2(CCO1)N1CC3(C)CN2CC(C)(C1)C3=O (stereo unspecified)
 : -10	75	·	·	-8	98	107	10	75
CCOC(=O)c1c(C)oc2ccc(O)c(CN3CCCCC3)c12
 : 9	128	-41%	0%	12	80	68	-9	128
COc1ccc2[nH]c(=O)c(CN(CCO)C(=O)c3cccs3)cc2c1
 : 10	166	-14%	0%	-5	94	100	-10	166
CCCc1ccc(Oc2cn[nH]c2-c2ccc(O)cc2O)cc1
 : 14	162	-78%	-6%	-23	29	52	-14	162
CN1C(=O)/C(=C\c2ccccc2)Sc2ccc(C(=O)N3CCN(c4ccccn4)CC3)cc21
 : 11	142	-18%	2%	·	·	·	-10	142

# Remaining list, next part
# The line under a structure holds: NFkB transloc pot	NFkB transloc pot cell count 2 µM	PLAP inhibition	Bcl-B displacement	MRP resist rev	MRP resist rev cytotoxicity	MRP resist rev with doxorubicin	NFkB transloc inh	NFkB transloc inh cell count 2 µM
COc1cc(NC2=CC(=O)CC(C)(C)C2)cc(OC)c1OC
 : 7	165	-6%	3%	1	88	86	-7	165
Cc1c(NC(=O)Cn2cnc3c(=O)n(C)c(=O)n(C)c32)cccc1-c1nc2ccccc2o1
 : 23	139	·	·	15	72	57	-24	139
CCOC(=O)COc1cc(Br)c(/C=N/Nc2ccccc2)cc1OC
 : 1	110	0%	16%	·	·	·	-2	110
CC(=O)N1CCN(c2ccc(NC(=O)c3cccc(OCc4ccccc4)c3)cc2)CC1
 : 2	128	-4%	-9%	·	·	·	-2	128
O=C(c1ccccc1F)N1CCN(c2ccccc2F)CC1
 : ·	·	11%	-5%	16	103	87	·	·
CCOC(=O)c1ccccc1NC(=O)c1ccc(NS(C)(=O)=O)cc1
 : 9	164	-12%	-16%	-15	56	71	-9	164
CCC1(CC)Cc2ccccc2C(CC(=O)N2CCOCC2)=N1
 : 8	187	-9%	3%	-7	81	87	-8	187
Cc1ccc(C)c(OCC(=O)Nn2c(C)nc3ccccc3c2=O)c1
 : 4	151	-5%	-4%	10	89	78	-4	151
CCN1CCN(C(c2ccc(F)cc2)c2nnnn2Cc2cccs2)CC1 (stereo unspecified)
 : ·	·	-81%	4%	2	90	88	·	·
Cc1occc(=O)c1OC(=O)Nc1ccccc1
 : 18	103	-8%	-5%	-15	99	114	-18	103

# Single records (already shown). Order of screens: NFkB transloc pot	NFkB transloc pot cell count 2 µM	PLAP inhibition	Bcl-B displacement	MRP resist rev	MRP resist rev cytotoxicity	MRP resist rev with doxorubicin	NFkB transloc inh	NFkB transloc inh cell count 2 µM
# Shown for `COc1cc(NC2=CC(=O)CC(C)(C)C2)cc(OC)c1OC` = 7	165	-6%	3%	1	88	86	-7	165
# Shown for `CCOC(=O)COc1cc(Br)c(/C=N/Nc2ccccc2)cc1OC` = 1	110	0%	16%	·	·	·	-2	110
# Shown for `CCOC(=O)c1ccccc1NC(=O)c1ccc(NS(C)(=O)=O)cc1` = 9	164	-12%	-16%	-15	56	71	-9	164
# Shown for `Cc1occc(=O)c1OC(=O)Nc1ccccc1` = 18	103	-8%	-5%	-15	99	114	-18	103
# Shown for `Cc1c(NC(=O)Cn2cnc3c(=O)n(C)c(=O)n(C)c32)cccc1-c1nc2ccccc2o1` = 23	139	·	·	15	72	57	-24	139

# (continued)
# The line under a structure holds: NFkB transloc pot	NFkB transloc pot cell count 2 µM	PLAP inhibition	Bcl-B displacement	MRP resist rev	MRP resist rev cytotoxicity	MRP resist rev with doxorubicin	NFkB transloc inh	NFkB transloc inh cell count 2 µM
CCN(C(=O)CCc1nc(-c2ccccc2F)no1)c1cc(OC)ccc1OC
 : 12	131	-55%	-6%	12	91	79	-12	131
CCN(CC)CCCN1C(=O)C(=O)/C(=C(/O)c2ccc(OC)c(Cl)c2)C1c1ccco1 (stereo unspecified)
 : ·	·	-61%	-2%	0	103	102	·	·
CCOC(=O)N1CCN(c2ccc(C(=O)CC)cc2F)CC1
 : 10	190	-11%	7%	-1	88	89	-10	190
CCOC(=O)N1CCN(C(=O)Nc2ccc3nc(C)sc3c2)CC1
 : 1	160	0%	-7%	3	91	88	-1	160
Cc1cccc(/N=C/c2c(O)c3ccccc3oc2=O)n1
 : ·	·	3%	-8%	-3	81	84	·	·
Cc1nnc(SCC(=O)NCc2ccco2)[nH]c1=O
 : -5	108	-22%	18%	-13	98	111	5	108
O=C(Cn1nnc(-c2ccccc2F)n1)Nc1ccc2c(c1)OCO2
 : -2	151	9%	1%	7	102	95	2	151
CCC(c1nnc(SCC(=O)NCC2CCCO2)n1Cc1ccccc1)N(C)C (stereo unspecified)
 : 11	154	·	·	0	93	93	-11	154
CC1Sc2ccccc2N(CC(=O)N(C(C)C)C(C)C)C1=O (stereo unspecified)
 : 8	64	3%	0%	14	89	75	-8	64
COc1ccccc1N1CC(C(=O)OCC(=O)c2ccc(F)cc2)CC1=O (stereo unspecified)
 : -9	124	-9%	-8%	9	101	93	9	124

# 7 of the entries above in order of their number in PLAP inhibition, smallest number first:
canonical_smiles | PLAP inhibition
CCN(CC)CCCN1C(=O)C(=O)/C(=C(/O)c2ccc(OC)c(Cl)c2)C1c1ccco1 (stereo unspecified) | -61%
CCN(C(=O)CCc1nc(-c2ccccc2F)no1)c1cc(OC)ccc1OC | -55%
Cc1nnc(SCC(=O)NCc2ccco2)[nH]c1=O | -22%
CCOC(=O)N1CCN(c2ccc(C(=O)CC)cc2F)CC1 | -11%
COc1ccccc1N1CC(C(=O)OCC(=O)c2ccc(F)cc2)CC1=O (stereo unspecified) | -9%
CCOC(=O)N1CCN(C(=O)Nc2ccc3nc(C)sc3c2)CC1 | 0%
CC1Sc2ccccc2N(CC(=O)N(C(C)C)C(C)C)C1=O (stereo unspecified) | 3%

# Next structures:
# The line under a structure holds: NFkB transloc pot	NFkB transloc pot cell count 2 µM	PLAP inhibition	Bcl-B displacement	MRP resist rev	MRP resist rev cytotoxicity	MRP resist rev with doxorubicin	NFkB transloc inh	NFkB transloc inh cell count 2 µM
Cc1cc(Cl)c(S(=O)(=O)N2CCSCC2)cc1OCC(=O)NC1CCCCC1
 : 5	162	-13%	7%	-5	65	69	-5	162
C=CCn1c2ccccc2c2nnc(SCC(=O)Nc3c(C)n(C)n(-c4ccccc4)c3=O)nc21
 : 9	115	-1%	3%	·	·	·	-9	115
CC1CC(C)CN(CCCNC(=O)Cc2c(C(=O)O)n(C)c3ccccc23)C1 (stereo unspecified)
 : 1	162	-2%	2%	-9	88	97	-1	162
CN1C(=O)C(CC(=O)Nc2ccc3c(c2)Cc2ccccc2-3)N(C)C1=O (stereo unspecified)
 : 12	107	-28%	4%	46	87	42	-12	107
COc1ccccc1-c1nnn(CC#N)n1
 : 8	106	13%	-2%	-16	80	97	-8	106
S=C(Nc1cccc2ccccc12)NN1CCOCC1
 : 6	162	7%	-19%	·	·	·	-6	162
COc1ccc(C2C(C#N)=C(N)OC3=C2C(=O)CCC3)c(OC)c1OC (stereo unspecified)
 : 0	181	7%	-1%	-1	94	95	0	181
O=C1CCCC(O)=C1C1NCCc2ccccc21 (stereo unspecified)
 : 10	177	6%	34%	-7	97	104	-10	177
O=C(/C=C/c1cccc(C(F)(F)F)c1)Nc1cccc(C(F)(F)F)c1
 : -3	138	18%	-10%	·	·	·	2	138
Cc1cc(C(=O)CSc2nnc(-c3ccc(OC(F)F)cc3)o2)c(C)n1Cc1cccs1
 : 11	133	5%	-64%	16	105	90	-11	133

# New compounds follow:
# The line under a structure holds: NFkB transloc pot	NFkB transloc pot cell count 2 µM	PLAP inhibition	Bcl-B displacement	MRP resist rev	MRP resist rev cytotoxicity	MRP resist rev with doxorubicin	NFkB transloc inh	NFkB transloc inh cell count 2 µM
O=C(c1ccccc1Sc1cccc2ccccc12)N1CCOCC1
 : 26	130	·	·	11	101	90	-26	130
O=C(Nc1ccccc1-c1ccccc1)NC1CCN(CC(=O)N2CCOCC2)CC1
 : ?	·	-51%	-7%	·	·	·	-47	141
CC(=O)c1noc(C)c1C(=O)Nc1nccs1
 : -29	52	7%	6%	2	105	103	-1	150
Cc1cc(=O)n(CCCO)c(O)c1C#N
 : 9	209	8%	1%	1	88	87	-9	209
O=C(NCc1ccccn1)c1ccc(Cl)s1
 : 2	42	2%	6%	14	113	99	-2	42
Cc1ccccc1Cn1cc(/C=N/n2cnnc2)c2ccccc21
 : 4	145	10%	-3%	4	66	62	-4	145
CCOc1cc(-c2c(C#N)c(N)nc3c2CCCC3)ccc1O
 : ·	·	-7%	27%	-4	70	74	·	·
CCOC(=O)c1sc(NCC2CCCO2)nc1C (stereo unspecified)
 : 2	121	-20%	-15%	1	88	87	-2	121
CCOC(=O)c1ccc(NC(=O)c2ccc(C)c(S(=O)(=O)N3CCOCC3)c2)cc1
 : -27	67	-59%	2%	1	86	86	27	67
Cn1c(=O)c2c(nc(OCc3cccnc3)n2Cc2c(F)cccc2Cl)n(C)c1=O
 : -18	172	18%	-7%	-2	61	63	18	172

# Four compounds from above with just NFkB transloc pot, NFkB transloc inh cell count 2 µM and MRP resist rev cytotoxicity.
SMILES,NFkB transloc pot,NFkB transloc inh cell count 2 µM,MRP resist rev cytotoxicity
Cc1ccccc1Cn1cc(/C=N/n2cnnc2)c2ccccc21,4,145,66
CCOc1cc(-c2c(C#N)c(N)nc3c2CCCC3)ccc1O,·,·,70
CCOC(=O)c1sc(NCC2CCCO2)nc1C (stereo unspecified),2,121,88
CCOC(=O)c1ccc(NC(=O)c2ccc(C)c(S(=O)(=O)N3CCOCC3)c2)cc1,-27,67,86

# Later entries.
# The line under a structure holds: NFkB transloc pot	NFkB transloc pot cell count 2 µM	PLAP inhibition	Bcl-B displacement	MRP resist rev	MRP resist rev cytotoxicity	MRP resist rev with doxorubicin	NFkB transloc inh	NFkB transloc inh cell count 2 µM
COc1ccc(/C=C2\CCCC3C2=NN(C(=O)COC(=O)CNC(=O)c2ccccc2)C3c2ccc(OC)cc2)cc1 (stereo unspecified)
 : 5	190	-84%	-85%	·	·	·	-5	190
CCn1c(=O)c2c3c(sc2n(C)c1=O)CCC3
 : 16	44	6%	2%	1	88	87	-16	44
O=C(CSc1nc2ccccc2c(=O)n1Cc1ccco1)NCc1ccco1
 : 9	95	·	·	9	85	76	-9	95
O=C(Nc1ccccc1Cl)c1cccc(NS(=O)(=O)c2ccccc2)c1
 : -5	169	-41%	1%	·	·	·	5	169
COc1ccc2[nH]c(=O)c(CN(CC3CCCO3)C(=O)Nc3ccccc3)cc2c1 (stereo unspecified)
 : -13	147	4%	-8%	-34	60	94	13	147
O=C(CN1CCN(c2ccc(Cl)cc2)CC1)c1ccc2c(c1)OCO2
 : 0	167	-11%	2%	-11	72	83	0	167
COC(=O)C1(C)NC(c2cccs2)C2C(=O)N(c3ccccc3F)C(=O)C21 (stereo unspecified)
 : 2	107	·	·	18	100	82	-2	107
CCC1CCCCN1Cc1ccc(OC)c(C)c1 (stereo unspecified)
 : ·	·	22%	-14%	8	97	89	·	·
Cc1cccc(/N=C/c2c(O)cc(C)oc2=O)n1
 : ·	·	8%	8%	1	98	97	·	·
OC1(c2ccc(Br)cc2)CCNCC1
 : -1	107	26%	-3%	5	94	89	1	107
CC1Cc2nc(SCC(=O)Nc3nccs3)n(C)c(=O)c2S1 (stereo unspecified)
 : 10	63	5%	12%	6	73	67	-10	63

# Screening results deposited in PubChem by several laboratories.

# An excerpt; the hit share may differ from the screen's.
